Large T inhibition: SV40 large T antigen inhibitors, biochemical (AID 1903). inhibition, % at 20 µM; hits with a dose series show IC50 in µM. 310,000 tested, 0.39% active. SV40 large T antigen ATPase/helicase inhibition assay; higher % means a stronger effect; in the data active = a potency from the dose series; inconclusive = inhibition mostly from about 32% at the one dose, without a potency; inactive = the rest, 99 in 100 with inhibition below about 32%; note: strong numbers were not always called active
MgcRacGAP inhibition: MgcRacGAP GTPase-activating activity inhibitors, confirmation, biochemical, ADP Hunter fluorescence; Rac GTPase-activating protein 1 (Homo sapiens); MgcRacGAP-stimulated Rac1 GTP hydrolysis, ADP Hunter fluorescence; higher % means a stronger effect; GST-tagged Rac1 F28L mutant substrate; inhibition, % at 30 µM, or IC50 in µM where a hit was titrated; 340,000 tested, 0.6% active;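 active = first-screen hits whose inhibition reached a set limit at any dose in the follow-up dose series; inconclusive = inhibition above the set first-screen limit but never retested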;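 note: fluorescence reports GDP produced by GAP-driven GTP hydrolysis; strong numbers were not always called active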
WT yeast gro inh: growth inhibition of WT strain, primary screen, mitochondrial fusion inhibitor project, WT and mutant strains, chemical genetic; mitochondrial fusion phenotypic screen; inhibition, % at 10 µM; 190,000 tested, 2.1% active; in the data active = inhibition above about 58%; tested in S. cerevisiae
T cell modulator: modulators of CD8 T cell-vesicle binding, primary screen, mouse 2C CD8+ T cells, flow cytometry | AID 2052, 2009 | 330,000 tested, 0.068% active | calls only at 7 µM | 2C CD8+ T cell-vesicle binding; stronger effect = lower value;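 active = response, share of CD8 T cells binding vesicles, and their 90th percentile fluorescence all below set limits, cut at about 80% in these data, passing the limit was not always enough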
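System: murine 2C transgenic CD8+ T lymphocytes; also added: QL9-loaded Drosophila micro-vesicles; times: binding 1.5 h at 37 °C; measured by: flow cytometry, PE anti-B7-1 (FL2) versus Alexa647 anti-CD8 (FL8), PFA-fixed; control set: Peptide-free naked vesicles (low) and QL9 vesicles with 0.7% DMSO vehicle (high)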
West Nile antiviral: West Nile virus antiviral activity, cell-based, CPE readout (AID 1621) | West Nile virus-infected cells, CPE inhibition; higher % means a stronger effect | one-dose CPE inhibition, % at 10 µM; IC50 in µM for titrated hits | 290,000 tested, 0.02% active; in the data active = a potency from the dose series; inconclusive = CPE inhibition mostly from about 3.7% at the one dose, without a potency; inactive = the rest, 99 in 100 with CPE inhibition below about 2.2%; note: strong numbers were not always called active
Myeloid diff MLP: induction of myeloid progenitor differentiation, primary screen, cell-based, flow cytometry, MLPCN library; ER-HoxA9 myeloid progenitors, lysozyme-GFP differentiation; calls only at 10 µM; 360,000 tested, 1% active; AID 624256, 2012;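 active = normalized GFP-positive differentiation at or above the plate's own cutoff, the solvent-only control mean plus 3 SD; inconclusive = no clear call, values can overlap the other calls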;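 note: cells exposed to compound for four days before flow analysis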
PhoP inhibition: inhibitors of PhoP regulon expression, primary screen, Salmonella Typhimurium, GFP reporter (AID 1863); 300,000 tested, 0.16% active; inhibition, % at 50 µM; hits with a dose series show IC50 in µM; S. Typhimurium PhoP-regulated promoter GFP reporter, 4 h; higher % means a stronger effect;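 active = inhibition over 29.93%, a cutoff 3 SD above the screen mean, later confirmed by dose response; inconclusive = inhibition over 29.93% but no dose response follow-up; inactive = inhibition at most 29.93% or unconfirmed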;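 note: 0% = low Mg2+ inducing control and 100% = high Mg2+ repressing control; strong numbers were not always called active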
bCat nuc transl: modulators of beta-catenin nuclear translocation, primary screen, imaging, HeLa cells, immunofluorescence, high-content; nuclear translocation activity, % at 5 µM; 190,000 tested, 0.3% active;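 active = nuclear translocation activity above 50% at 5 µM, with a well cell count of 50 or more; inconclusive = wells under 50 cells across six images, flagged as toxic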;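 note: per-cell ratio of nuclear to cytoplasmic median beta-catenin stain intensity; plate controls were DMSO negative control for no effect and GSK-3 inhibitor IX positive control for full effect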
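System: HeLa cells, endogenous beta-catenin; compound dosing: 5 µM primary single dose, 0.1% DMSO, 0.02–20 µM confirmation series; incubation: 24 h compound exposure at 37°C, 5% CO2; signal: beta-catenin immunofluorescence imaging with DAPI; evaluation: % activation, nuclear-to-cytoplasmic median beta-catenin signal ratio per cell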
RSV antiviral HEp-2: RSV antiviral activity via CPE protection, HEp-2 cells, primary 10 µM value included (AID 2391) | HEp-2 cells, RSV-induced CPE inhibition; higher % means a stronger effect | CPE inhibition, % at 10 µM, or IC50 in µM where a hit was titrated | 310,000 tested, 0.13% active; in the data active = a potency from the dose series; inconclusive = CPE inhibition mostly from about 23% at the one dose, without a potency; inactive = the rest, 99 in 100 with CPE inhibition below about 21%; note: strong numbers were not always called active
WT yeast gro inh mutant strain: also measured in WT yeast gro inh; calls as there; inhibition, %; mitochondrial fusion phenotypic screen, mutant strain inhibition
bCat nuc transl cell count 5 µM: second read-out of bCat nuc transl, no call of its own (marks repeat the call); cell count; measured here: cell count, cytotoxicity flag
T cell modulator vesicle-bound %: second read-out of T cell modulator, no call of its own (marks repeat the call); double positive events, %; measured here: CD8+ vesicle-bound cell fraction;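 binding gate set so that unloaded-vesicle control wells show 10% double positive cells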
Myeloid diff MLP GFP+ MAC1+ %: also measured in Myeloid diff MLP; calls as there; GFP+ MAC1+ double positive, %; measured here: differentiation confirmed by MAC1 staining
Active calls of the source: *; i = inactive; ? = inconclusive; · = not tested or not shown; & = joins results of further samples.

SMILES | Large T inhibition | MgcRacGAP inhibition | WT yeast gro inh | WT yeast gro inh mutant strain | T cell modulator | T cell modulator vesicle-bound % | West Nile antiviral | Myeloid diff MLP | Myeloid diff MLP GFP+ MAC1+ % | PhoP inhibition | bCat nuc transl | bCat nuc transl cell count 5 µM | RSV antiviral HEp-2
CCCC1(c2ccccc2)NC(=O)N(CC(=O)c2[nH]c(C)c(C(=O)OCC)c2C)C1=O (stereo unspecified) | 15% | 12% | -16 | -10 | i | 34 | 0.6% | i | 0.7 | -6% | -3.1 | 810 | -1.1%
Cc1ccc(NC(=S)NCCN2CCOCC2)cc1 | 11% | 10% | 0 | -14 | i | 52 | 0.2% | i | 0.5 | 18% | -1.3 | 1341 | -0.5%
CC(=O)c1[nH]c(C)c(C(=O)N2CCCC(Nc3cccc(F)c3)C2)c1C (stereo unspecified) | -2% | -18% | · | · | i | 36 | 0.4% | ? | · | 7% | · | · | 2.5%
CCCCn1c(N)c(N(CCC(C)C)C(=O)C2CC(=O)N(c3cccc(SC)c3)C2)c(=O)[nH]c1=O (stereo unspecified) | 25% | 1% | · | · | i | 28 | · | i | 1.1 | 13% | · | · | 0.4%
COC(=O)[C@H](Cc1ccccc1)NC(=O)N1CCCCC1 | -7% | 11% | · | · | i | 17 | 0.6% | i | 0.6 | -3% | -0.5 | 1475 | 0.2%
C=CCn1c(SCn2nnc3ccccc3c2=O)nnc1-c1ccc(F)cc1 | 8% | 0% | -16 | -3 | i | 9 | -0.4% | i | 6.1 | -8% | -7.3 | 1048 | 0.0%
O=C(Nc1ccon1)c1ccc(F)c(S(=O)(=O)N2CCCCC2)c1 | 23% | 5% | · | · | i | 40 | -0.9% | i | 0.9 | 1% | · | · | 1.4%
COc1ccc(/C=N/NC(=O)CN2CCSCC2)cc1C | 25% | 12% | 5 | 10 | i | 46 | 0.0% | i | 0.8 | -2% | 0.1 | 816 | 1.5%
Cc1cc(OCC(=O)N2CCOCC2)ccc1NC(=O)C1CCCCC1 | 3% | -9% | 2 | 9 | i | 40 | -0.1% | i | 9.1 | -8% | -3.2 | 949 | 1.1%
Nc1ccc(-c2nc3ccc(N)cc3s2)cc1 | 34% | 70µM* | · | · | i | 13 | 0.7% | i | 1.6 | -5% | -0.1 | 972 | -1.5%
CN(C)S(=O)(=O)c1ccc(S(=O)(=O)N(CC(=O)Nc2ccccc2)CC2CCCO2)cc1 (stereo unspecified) | -3% | 6% | -56 | -2 | i | 19 | -0.1% | i | 1.0 | -4% | -5.4 | 1009 | 1.3%
Cc1ccc(-n2c(C)nn(CC3CC3)c2=O)cc1 | 3% | -7% | -8 | 8 | i | 66 | 0.0% | i | 0.7 | -2% | -5.7 | 1097 | -2.0%
CC(C)(C)OC(=O)N[C@@H](/C=C/c1ccccc1)C(=O)OC(C)(C)C | · | -8% | · | · | i | 29 | · | i | 0.2 | · | · | · | -0.6%
O=C(Nc1ccc2ccccc2c1)C(=O)C1C(=O)Nc2ccccc21 (stereo unspecified) | 7% | · | · | · | i | 37 | 0.9% | · | · | -5% | -1.3 | 1342 | 1.3%
CCOc1ccc(CN2CCN(Cc3[nH]c4ccc(OC)cc4c3C)CC2CCO)cc1 (stereo unspecified) | 3% | 0% | 10 | 0 | i | 65 | -1.8% | i | 0.3 | 7% | 0.0 | 1617 | -1.6%
N#CC1=C2SCN(Cc3ccco3)CN2C(=O)CC1c1c(F)cccc1Cl (stereo unspecified) | 84µM* | 31% | 12 | 3 | i | 25 | 0.3% | i | 3.6 | 17% | · | · | 2.3%
CC1CC(C)CN(C(=O)c2ccc(CSc3nc4ccncc4[nH]3)cc2)C1 (stereo unspecified) | 3% | 5% | 3 | 0 | i | 37 | · | i | 2.6 | -5% | 1.1 | 514 | 4.3%
O=C(c1cccc(Cl)c1)N1CCN(S(=O)(=O)c2ccc(Cl)s2)CC1 | · | 2% | · | · | i | 43 | · | i | 0.3 | · | · | · | 0.9%
O=C(c1ccc(F)cc1)c1ccc(CN2C(=O)c3ccccc3C2=O)o1 | 19% | 3% | -2 | 11 | i | 60 | 0.2% | i | 0.2 | -1% | 0.2 | 867 | 1.4%
COCCn1c(N)c(S(=O)(=O)c2cccs2)c2nc3ccccc3nc21 | -25% | -3% | 8 | 3 | i | 6 | -0.2% | i | 0.7 | 12% | 2.3 | 1057 | -0.8%
CC(C)CN1CCN(Cc2cccc3ncccc23)CC1CCO (stereo unspecified) | · | 13% | -7 | 7 | i | 34 | -0.7% | i | 0.4 | · | -2.5 | 1024 | 1.0%
Cn1nc(C(=O)Nc2nc(-c3ccc(F)cc3)cs2)ccc1=O | 2% | 5% | · | · | i | 18 | -0.8% | i | 0.3 | -5% | 2.3 | 1265 | 3.0%
COc1ccc(C)cc1S(=O)(=O)N(CC(=O)Nc1cc([N+](=O)[O-])ccc1C)c1ccc(C)c(C)c1 | 5% | 1% | 13 | -5 | i | 47 | -1.0% | ? | · | -11% | 0.6 | 1172 | 7.0%
CC(=O)Nc1ccc2nc(-c3ccncc3)[nH]c2c1 | 10% | 6% | -4 | -1 | i | 56 | 0.1% | i | 0.3 | 16% | -6.3 | 1093 | 1.2%
Cc1cccc(OCCC(=O)Nc2cc(S(=O)(=O)N3CCCCC3)ccc2N2CCOCC2)c1 | 20% | 1% | 0 | 4 | i | 52 | -0.1% | i | 0.5 | -10% | -2.3 | 1136 | -0.3%
CCN1C/C(=C/c2ccc(OC)c(O)c2)C(=O)/C(=C/c2ccc(OC)c(O)c2)C1 | 8% | 8% | -17 | 8 | i | 26 | -0.5% | i | 0.2 | 5% | 47 | 75 | -3.2%
Cn1ccnc1C(=O)c1cc(=O)c2ccccc2o1 | -4% | 2% | 11 | -4 | i | 38 | 0.4% | i | 9.4 | 5% | -2.6 | 1117 | -0.8%
CCc1ccc2oc(=O)cc(CN3CCOCC3)c2c1 | 3% | 12% | 11 | 10 | i | 16 | -0.1% | i | 1.2 | 7% | -6.1 | 1307 | 1.2%
CC1Cc2ccccc2N1C(=O)C12CCC(C)(C(=O)C1)C2(C)C (stereo unspecified) | 0% | 2% | 3 | -5 | i | 27 | -0.5% | i | 0.4 | 5% | · | · | 2.7%
COc1ccc(NC(=O)CSc2nnc(-c3cnccn3)n2C)cc1OC | 12% | 10% | · | · | i | 17 | -0.4% | i | 0.2 | 0% | · | · | 4.5%
CCC(C)NC(=O)c1ccccc1-c1nc2ccccc2[nH]1 (stereo unspecified) | 8% | 11% | -1 | 5 | i | 56 | -0.4% | i | 0.1 | -2% | -0.1 | 1050 | 1.8%
O=C(C1CCN(c2ncnc3c2nc2n3CCCCC2)CC1)N1CCN(c2ccccc2F)CC1 | 11% | 11% | · | · | i | 9 | 0.5% | i | 2.0 | -10% | · | · | 13%
O=C(Nc1ccc(F)cc1F)c1cc2ncc(CCCl)cn2n1 | 16% | 4% | 18 | 6 | i | 27 | 0.3% | i | 0.1 | 4% | · | · | 1.2%
C[C@H](NC(=O)OC(C)(C)C)C(=O)N/N=C/c1cccc2nccnc12 | 17% | 8% | · | · | i | 32 | 0.1% | i | 0.4 | -2% | 1.6 | 978 | 2.0%
Cc1nnc(NC(=O)CN2CCN(Cc3ccc(F)cc3Cl)CC2)s1 | 24% | 8% | · | · | i | 60 | -0.6% | i | 0.1 | 5% | · | · | 0.3%
O=C(CSc1nc2ccccc2nc1SCC(=O)N1CCCCC1)N1CCCCC1 | -2% | 2% | -3 | -2 | i | 17 | -0.8% | ? | · | 10% | 4.5 | 1473 | 4.3%

A stretch from the list above:
SMILES | Large T inhibition | MgcRacGAP inhibition | WT yeast gro inh | WT yeast gro inh mutant strain | T cell modulator | T cell modulator vesicle-bound % | West Nile antiviral | Myeloid diff MLP | Myeloid diff MLP GFP+ MAC1+ % | PhoP inhibition | bCat nuc transl | bCat nuc transl cell count 5 µM | RSV antiviral HEp-2
COc1ccc(NC(=O)CSc2nnc(-c3cnccn3)n2C)cc1OC | 12% | 10% | · | · | i | 17 | -0.4% | i | 0.2 | 0% | · | · | 4.5%
CCC(C)NC(=O)c1ccccc1-c1nc2ccccc2[nH]1 (stereo unspecified) | 8% | 11% | -1 | 5 | i | 56 | -0.4% | i | 0.1 | -2% | -0.1 | 1050 | 1.8%
O=C(C1CCN(c2ncnc3c2nc2n3CCCCC2)CC1)N1CCN(c2ccccc2F)CC1 | 11% | 11% | · | · | i | 9 | 0.5% | i | 2.0 | -10% | · | · | 13%

The listing continues:
SMILES | Large T inhibition | MgcRacGAP inhibition | WT yeast gro inh | WT yeast gro inh mutant strain | T cell modulator | T cell modulator vesicle-bound % | West Nile antiviral | Myeloid diff MLP | Myeloid diff MLP GFP+ MAC1+ % | PhoP inhibition | bCat nuc transl | bCat nuc transl cell count 5 µM | RSV antiviral HEp-2
O=C(O)c1ncc(Cl)c(Cl)c1Cl | 6%&12% | 3%&4% | · | · | i | 29&32 | 0.2%&0.2% | i | 0.3&0.5 | -11%&-3% | 0.9&0.0 | 1212&1358 | 1.1%&0.1%
CCN(CC)CC(O)CCCCCCCCC(=O)OC (stereo unspecified) | -4% | · | · | · | i | 17 | 0.2% | i | 0.1 | -2% | -1.7 | 1283 | ·
Cc1cc(Cl)c(S(=O)(=O)Nc2ccon2)cc1OCC(=O)NC1CCCCC1 | -4% | 5% | -2 | 5 | i | 49 | 0.9% | i | 0.9 | 5% | -1.0 | 1117 | 1.1%
C=C(C)CN=C1NN=C(c2cc(C)n(-c3ccc(C)cc3)c2C)CS1 | -6% | -1% | 5 | -3 | i | 25 | 0.3% | i | 0.7 | 15% | 3.5 | 521 | 3.4%
CCOC(=O)C1CCCN(Cc2nc(N)nc(Nc3ccccc3)n2)C1 (stereo unspecified) | 16% | 11% | -9 | -4 | i | 19 | 0.9% | i | 0.7 | 11% | 0.6 | 1026 | 1.9%

Screening data: PubChem, several laboratories

Compounds were not picked by outcome; about 3.6% have a hit in one of these screens.
